# Source: PubChem (several laboratories)
# T cell HTS: T cell immune modulation candidate | 330,000 tested, 0.068% active | 2C CD8+ T cell-vesicle binding, flow cytometry; hits give low values | calls only at 7 µM;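 active means response, share of CD8 T cells binding vesicles, and their 90th percentile fluorescence all below set limits, cut at about 80% in these data, passing the limit was not always enough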
#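 Incubation: binding step 1.5 h, 37 °C, antibody labelling 20 min, ice; system: murine 2C transgenic CD8+ T lymphocytes; technique: cytometric PE anti-B7-1 and Alexa647 anti-CD8 signals after 1% paraformaldehyde fixation; also added: QL9-charged Drosophila Ld/ICAM-1/B7-1 vesicles; control set: naked versus QL9-loaded vesicles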
# TNAP activators: human TNAP enzyme activators, primary screen, biochemical, luminescent, no phosphate acceptor, uHTS (AID 1001); purified TNAP, luminescent activation assay, no phosphate acceptor; higher activation fold means a stronger effect; activation fold at 20 µM; hits with a dose series show EC50 in µM; 200,000 tested, 0.03% active; in the data active means activation fold from about 3, or a potency from the dose series; inactive means the rest, 99 in 100 with activation fold below about 1.6; further: many of its hits are not listed in these tables
# Ins promoter up: MIN6 insulin promoter up-regulation | MIN6 insulin promoter-GFP reporter, high-content imaging; hits give high values | z-score at 5 µM | 190,000 tested, 0.3% active;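 active means z-score above 3 at 5 µM with at least 500 cells counted in the well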
# b-catenin transl: beta-catenin nuclear translocation modulation | nuclear translocation activity, % at 5 µM | HeLa beta-catenin nuclear translocation, immunofluorescence imaging | 190,000 tested, 0.3% active | AID 1665;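 active means nuclear translocation activity above 50% at 5 µM, with a well cell count of 50 or more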;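 further: per-cell ratio of nuclear to cytoplasmic median beta-catenin stain intensity; plate controls were DMSO negative control for no effect and GSK-3 inhibitor IX positive control for full effect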
#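 Assay system: human HeLa cells, native beta-catenin; doses: 5 µM primary, 0.02–20 µM confirmation; incubation: compound treatment 24 h, 37°C, 5% CO2; technique: fluorescence imaging of beta-catenin antibody stain plus DAPI; measure: % activation, nuclear-to-cytoplasmic median beta-catenin signal ratio per cell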
# PMI inhibitors: MPI enzyme activity inhibition – biochemical, fluorescence intensity, coupled assay, primary screen (AID 1209); purified PMI enzyme, coupled fluorescence intensity; higher % means a stronger effect; inhibition, % at 20 µM, or IC50 in µM where a hit was titrated; 190,000 tested, 0.42% active; in the data active means inhibition above about 50%;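 further: plate controls were DMSO vehicle for no effect and wells lacking substrate for full effect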
# Dynein transport: dynein cargo transport inhibition. 3617.4 mouse cells, GR-EGFP nuclear translocation imaging; test concentration mostly 20 µM; stimulated with dexamethasone, 1 µM; hits give low values. AID 1381. 220,000 tested, 0.47% active. z-score, hits read low;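 active means plate z-score of nuclear minus cytoplasmic receptor signal below a set negative limit, without overly bright fluorescence or cell loss, cut at about -3.5 in these data, passing the limit was not always enough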;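 further: z-score of nuclear minus cytoplasmic ring GR-EGFP intensity difference per well; some compounds called inactive have numbers as strong as hits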
#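 Schedule: 48 h induction, then 1 h compound, then 30 min agonist, 37 °C. Buffer or medium: tetracycline-free induction medium containing charcoal-stripped FBS. Reagent: 1.0 µM final dexamethasone stimulus. Evaluation: nuclear versus cytoplasmic GR-EGFP signal, averaged per well. Signal: high-content fluorescence imaging after fixation.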
# MT stabilizer: microtubule stabilization, imaging screen. AID 2205. % tubulin-high responders, % at 10 µM. 200,000 tested, 0.83% active. HeLa tubulin immunostaining HCS, 24 h; share of cells brighter than vehicle mean+2SD;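 active means plate Z-score above 3 for both tubulin-high and condensed-nucleus cell shares, with cell loss under 80%, at 10 µM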;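 further: anti alpha tubulin signal scored within the nucleus-defined area of each cell; some results filed as inactive read as strong as hits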
# Lipid droplet: hepatic lipid droplet formation modulation; inhibition, % at 6.5 µM; 240,000 tested, 0.4% active; AML12 mouse hepatocytes, oleate lipid droplets, BODIPY imaging;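 active means lipid droplet intensity inhibited by at least 50%, with more than 500 cells counted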
#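 Test system: AML12 hepatocytes (mouse); reagent: oleate loading, 100 µM; dosing: one dose, 6.5 µM compound; incubation: overnight exposure; signal: fluorescence imaging, 20x objective, two fields per well; read-out basis: % inhibition of corrected integrated BODIPY droplet signal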
# Myeloid diff 2: compounds promoting myeloid differentiation. ER-HoxA9 myeloid progenitors, lysozyme-GFP differentiation, flow cytometry. calls only at 10 µM. 360,000 tested, 1% active;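 active means normalized GFP-positive differentiation at or above the plate's own cutoff, the solvent-only control mean plus 3 SD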;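 further: cells exposed to compound for four days before flow analysis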
# Dynein transport cytoplasmic EGFP: also measured in Dynein transport; calls as there; z-score; measured here: cytoplasmic GR-EGFP intensity; hits give high values
# Dynein transport nuclear GR-EGFP: recorded beside Dynein transport, whose call it bears; z-score; measured here: nuclear GR-EGFP intensity;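 lower value marks the stronger effect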
# Dynein transport cell count: also measured in Dynein transport; calls as there; z-score; measured here: cell count per field
# Ins promoter up cell count: further read-out of Ins promoter up, marked with its call; cell count; measured here: cytotoxicity, nuclei count;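 total cells summed across four imaged fields per well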
# Lipid droplet cells 6.5 µM: also measured in Lipid droplet; calls as there; cell count; measured here: cell count, cytotoxicity flag;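 cells counted across two imaged fields per well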
# b-catenin transl cell count 5 µM: second read-out of b-catenin transl, no call of its own (marks repeat the call); cell count; measured here: cell count, cytotoxicity flag
# T cell HTS vesicle-bound %: further read-out of T cell HTS, marked with its call; double positive events, %; measured here: CD8+ vesicle-bound cell fraction;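 binding gate set so that unloaded-vesicle control wells show 10% double positive cells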
# MT stabilizer Hoechst-high %: recorded beside MT stabilizer, whose call it bears; % Hoechst-high responders; measured here: nuclear condensation Hoechst responders;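 share of cells brighter than vehicle mean plus two SD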
# MT stabilizer cytotoxicity %: also measured in MT stabilizer; calls as there; toxicity, %; measured here: cytotoxicity by cell density;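 0% = mean cell density of plate MIN control wells and 100% = no cells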
# Myeloid diff 2 GFP+ MAC1+ %: further read-out of Myeloid diff 2, marked with its call; GFP+ MAC1+ double positive, %; measured here: differentiation confirmed by MAC1 staining
# * marks the source's active call; other numbers are inactive results; i = inactive; · = not tested or not shown.
SMILES,T cell HTS,T cell HTS vesicle-bound %,TNAP activators,Ins promoter up,Ins promoter up cell count,b-catenin transl,b-catenin transl cell count 5 µM,PMI inhibitors,Dynein transport,Dynein transport cytoplasmic EGFP,Dynein transport nuclear GR-EGFP,Dynein transport cell count,MT stabilizer,MT stabilizer Hoechst-high %,MT stabilizer cytotoxicity %,Lipid droplet,Lipid droplet cells 6.5 µM,Myeloid diff 2,Myeloid diff 2 GFP+ MAC1+ %
Cc1cc(Oc2ccc(Cl)cc2)nc(SCC(=O)c2ccccc2)n1,i,26,1.1,-0.38,1344,·,·,14%,-0.063,-0.29,-0.41,0.3,1.9,3.2,4.0,-32,603,i,0.6
CC(=O)Nc1ccc(NC(=O)COc2c(C)cc(Br)cc2C)cc1,i,21,1.1,0.65,1537,2.0,844,13%,0.11,-0.25,0.86,-0.91,1.5,2.1,2.2,-1,698,i,0.9
Cc1ccc(NC(=O)CCC(=O)N/N=C/c2ccco2)c(C)c1,i,26,1,-0.05,1285,-5.8,560,2%,-0.21,-0.26,0.078,0.66,1.6,2.0,3.9,-3,635,i,0.1
CN(C)S(=O)(=O)Oc1cc(Cl)ccc1C(=O)Nc1ccc(F)cc1F,i,54,1.1,-0.45,1292,2.4,978,-7%,0.51,-0.2,0.29,-0.12,1.7,1.4,1.8,-14,730,i,0.5
CCCCOC(=O)CNc1n[nH]c(=S)[nH]c1=O,i,13,1.1,·,·,-2.1,857,-6%,1.1,0.44,0.75,-1.2,1.0,0.9,5.1,12,784,i,5.6
CCOC(=O)N1CCC(NC(=O)c2ccc(CNS(=O)(=O)c3ccc(F)cc3)cc2)CC1,i,41,1.1,0.79,1447,-2.0,836,-3%,-1.2,-0.25,-0.29,0.55,3.1,2.6,3.5,·,·,i,0.7
CCn1c(SCC(N)=O)nc2c(c1=O)C1(CCCC1)Cc1ccccc1-2,i,52,1.1,-0.86,1903,-2.1,1103,16%,-0.3,-0.17,0.051,0.24,1.8,1.2,11,-1,631,i,1.2
CCCc1nc(-c2ccccc2O)n(-c2ccccc2)n1,i,60,1.1,-1.4,1203,0.9,1162,10%,1.3,1.9,1.6,-1.5,4.3,2.0,0.1,0,757,i,0.7
O=C(CSc1ccccn1)Nc1cccc2ccccc12,i,46,1.1,·,·,-1.8,1042,10%,-0.072,-0.23,0.085,0.45,1.8,2.1,8.3,-82,786,i,0.3
C/C(CCc1ccccc1)=N\NC(=O)CCc1ccccc1,i,38,1.1,·,·,-0.9,978,15%,-0.21,-0.24,-0.41,-0.32,2.1,2.8,8.1,4,683,i,1.3
CC(=O)c1c(C)[nH]c(C(=O)COC(=O)c2cccc(S(=O)(=O)N(C)c3ccccc3)c2)c1C,i,37,1,-1.5,658,-0.4,955,15%,1.4,1.7,1,-0.66,2.8,2.5,2.4,0,630,i,0.7
CC(=O)NCCOc1ccc(C(=O)O)cc1,i,52,1.1,0.82,1519,-3.9,843,7%,0.29,-0.3,0.27,0.54,5.0,2.9,5.8,·,·,i,0.7
CCOc1nc2ccccc2cc1C=O,i,4,1,-0.29,1395,-0.6,987,10%,-0.38,0.9,0.033,1.3,4.6,3.5,9.8,4,703,·,·
c1ccc(-c2n[nH]c3ccccc23)cc1,·,·,0.1,0.49,1289,·,·,7%,-0.44,-0.26,0.2,0.78,1.9,2.2,2.3,-4,586,i,3.4
S=C(NCc1ccco1)N/N=C/c1ccncc1,i,22,·,-0.34,1346,-0.1,1363,·,-0.12,-0.25,-0.27,-0.54,·,·,·,·,·,i,0.7
O=C(Nc1ccccc1)Nc1cccc2ccccc12,i,35,·,-0.13,1413,-3.3,1144,·,0.37,-0.29,0.19,0.6,·,·,·,-3,739,i,0.4
Cc1ccc(N(C(=O)Nc2ccccc2)C2=NCCC2)cc1,i,27,·,1.4,986,-0.6,1398,·,0.0031,-0.19,-0.015,-0.45,·,·,·,1,720,i,0.4
CCCCCC(=O)NNC1=NCC(Cc2ccccc2)S1 (stereo not drawn),i,25,2.6,·,·,1.6,1047,-3%,-0.48,-0.33,-0.16,0.62,2.4,1.8,6.2,-6,715,i,0.4
CSc1nc(N)nc(SCC(=O)C(C)(C)C)c1C#N,i,59,1,0.09,920,·,·,4%,-0.49,-0.37,-0.27,0.075,1.0,1.5,20,4,776,i,0.0
CC(=O)C1=C(c2ccccc2)OC(N)=C(C#N)C1c1ccccc1C (stereo not drawn),i,30,1,0.25,1358,3.3,1095,17%,0.3,-0.12,0.19,-1.1,2.6,2.8,8.9,15,695,i,0.0
Cc1ccc(OCC(O)CNS(=O)(=O)c2ccccc2C(=O)N2CCCCC2)cc1 (stereo not drawn),i,28,1.1,-0.02,1327,-4.8,965,-1%,-0.59,0.088,-0.33,-0.058,2.4,1.7,11,·,·,i,0.6
CCn1c(SCC(=O)O)nnc1-c1cccnc1,i,44,1,·,·,-0.3,1059,-2%,0.099,-0.24,0.16,0.66,1.3,2.2,2.1,4,650,i,0.3
CC(=O)Nc1ccc(NC(=O)C2CCN(S(=O)(=O)c3cccc4nonc34)CC2)cc1,i,5,1,-0.63,1605,-0.3,1382,0%,0.52,-0.19,0.86,-0.14,1.8,2.2,2.4,·,·,i,2.0
Cc1cc(C)cc(OCC(=O)OCC(=O)NCCC2=CCCCC2)c1,i,35,1.1,0.13,1353,-1.9,567,4%,0.44,-0.33,0.12,-0.0054,3.2,3.6,11,12,623,i,0.3
O=C(O)CSCc1nc2ccccc2[nH]1,i,5,1.1,-1.1,1204,-2.1,1041,-14%,-0.29,-0.36,-0.19,0.82,2.0,2.9,4.9,2,691,i,0.5
Cc1ccccc1-c1noc(CCC(=O)NCC2CCCO2)n1 (stereo not drawn),·,·,1.1,1.5,733,0.1,1106,11%,0.36,-0.14,0.029,0.82,2.4,2.0,5.0,-12,798,i,1.0
COc1ccccc1CCNC(=O)C(=O)NCC1OCCN1S(=O)(=O)c1ccc(Br)cc1 (stereo not drawn),i,33,1,-0.14,1247,0.7,476,6%,0.12,-0.23,0.3,0.25,3.6,1.9,5.5,-54,683,i,0.1
COc1cc2cc(C)c(SCC(=O)N3CCOCC3)nc2cc1OC,i,28,1.1,-0.33,1285,-0.9,1144,-6%,0.53,-0.18,0.45,0.31,2.6,2.2,5.6,·,·,i,5.4
CC(C)Oc1cc(NC(=O)CS(=O)CC(=O)Nc2cccc(C(F)(F)F)c2)c(Cl)cc1Cl (stereo not drawn),i,30,1.1,1.4,1540,-1.8,1373,12%,-0.24,-0.22,-0.29,0.22,1.2,1.4,4.9,·,·,i,7.0
CCOC(=O)c1sc2ccc(S(=O)(=O)N3CCOCC3)cc2c1N,i,10,1.1,-1.7,1137,-1.2,1382,4%,0.088,-0.19,0.16,-0.67,2.2,1.3,13,·,·,i,4.5
O=C(/C=C/c1ccc(Cl)cc1)N1CCN(c2ncccn2)CC1,·,·,1.1,-1,997,-1.3,1047,-2%,-0.5,-0.095,-0.15,0.28,1.4,1.3,2.3,6,722,·,·
CC(CN1CCOCC1)OC(=O)C(c1ccccc1)c1ccccc1 (stereo not drawn),i,21,1.1,·,·,-3.3,1218,-15%,0.033,-0.24,0.41,0.53,3.6,2.2,7.3,16,734,i,1.9
COc1ccc(C2C(C(=O)NCc3cccnc3)c3ccccc3C(=O)N2C)cc1OC (stereo not drawn),i,28,1.1,-0.55,1537,1.7,1457,-5%,-0.2,-0.37,0.092,0.076,3.5,1.6,2.2,·,·,i,1.0
O=[N+]([O-])c1ccccc1/C=C/C=N/n1c(-c2cc(-c3ccccc3)n[nH]2)n[nH]c1=S,i,60,·,0.45,1389,1.4,1199,·,0.087,-0.27,0.02,0.048,·,·,·,19,718,i,0.5

# Shown tab-delimited: part of the list above.
SMILES	T cell HTS	T cell HTS vesicle-bound %	TNAP activators	Ins promoter up	Ins promoter up cell count	b-catenin transl	b-catenin transl cell count 5 µM	PMI inhibitors	Dynein transport	Dynein transport cytoplasmic EGFP	Dynein transport nuclear GR-EGFP	Dynein transport cell count	MT stabilizer	MT stabilizer Hoechst-high %	MT stabilizer cytotoxicity %	Lipid droplet	Lipid droplet cells 6.5 µM	Myeloid diff 2	Myeloid diff 2 GFP+ MAC1+ %
CC(=O)Nc1ccc(NC(=O)C2CCN(S(=O)(=O)c3cccc4nonc34)CC2)cc1	i	5	1	-0.63	1605	-0.3	1382	0%	0.52	-0.19	0.86	-0.14	1.8	2.2	2.4	·	·	i	2.0
CC(CN1CCOCC1)OC(=O)C(c1ccccc1)c1ccccc1 (stereo not drawn)	i	21	1.1	·	·	-3.3	1218	-15%	0.033	-0.24	0.41	0.53	3.6	2.2	7.3	16	734	i	1.9
Cc1cc(C)cc(OCC(=O)OCC(=O)NCCC2=CCCCC2)c1	i	35	1.1	0.13	1353	-1.9	567	4%	0.44	-0.33	0.12	-0.0054	3.2	3.6	11	12	623	i	0.3
